ROS inducer: raises reactive oxygen species in U2OS cancer cells; U2OS ROS induction, H2DCF-DA fluorescence; ROS induction (% of piperlongumine), % at 10 µM; hit rate 2% among 46,000; AID 624156; in the data active = ROS induction above about 79%, passing the limit was not always enough; inconclusive = no clear call, values can overlap the other calls;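 note: 0% = DMSO vehicle median and 100% = reference compound median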
* marks the source's active call; other numbers are inactive results. Some of the compounds tested; the hit share may differ from the screen's.

COc1cc(C(=O)OC[C@@]2(O)CO[C@H](OC3C(CO)OC(OC(C)/C=C/C4(O)C(C)CC(O)CC4(C)C)C(O)C3O)[C@@H]2O)cc(OC)c1O (some centres not stated) was read as ROS inducer -6.
For O=C(CC1NC2CCCCC2NC1=O)Nc1cccc(C(F)(F)F)c1 (configuration not stated) the results were ROS inducer -2.
For Cc1cc(OC(=O)c2c(C)cc(O)cc2O)cc(O)c1C(=O)O the results were ROS inducer 15.
Cc1cc(C)c2nc(N3CCCC(C(=O)NC4CCCc5ccccc54)C3)sc2c1 (configuration not stated) was read as ROS inducer -3.
`COc1ccc(-c2nc3ccc4ccccc4c3c3c2CCC3)cc1` gave ROS inducer 138*.
`COc1ccc(S(=O)(=O)N(C)C[C@H]2Oc3ccc(NC(=O)Nc4ccc5c(c4)OCO5)cc3CC(=O)N([C@H](C)CO)C[C@H]2C)cc1` gave ROS inducer 10.
C=CCc1cccc2cc(C(=O)NCCN3CCOCC3)c(=O)oc12 was read as ROS inducer -5.
For C[C@H]1CN([C@@H](C)CO)C(=O)Cc2cc(NC(=O)C3CC3)ccc2O[C@H]1CN(C)Cc1ccc(-c2ccccc2)cc1 the results were ROS inducer -1.
NCCCCCNC(=O)[C@@H]1C[C@@H]2C(=O)N3CCC[C@H]3C(=O)N2[C@@H]1c1ccc(O)cc1 was read as ROS inducer 4.
`C[C@@H]1CN([C@@H](C)CO)C(=O)c2cccc(NC(=O)c3ccncc3)c2O[C@H]1CN(C)C(=O)Nc1ccc(F)cc1` gave ROS inducer -6.
For Cc1oc(C(=O)O)cc1COc1ccc2c3c(c(=O)oc2c1)CCCC3 the results were ROS inducer 21.
Cc1ccc(OCCSc2nc(N)cc(N)n2)c(C(C)C)c1 was read as ROS inducer -5.
COc1ccc(NC(=O)N(C)C[C@H]2Oc3c(NS(=O)(=O)c4ccc(C)cc4)cccc3C(=O)N([C@H](C)CO)C[C@@H]2C)cc1 was read as ROS inducer -1.
For COc1ccc(C(=O)N(Cc2nc(-c3ccc(Cl)cc3)no2)C(C)C)cc1OC the results were ROS inducer 42.
C[C@@H]1CN([C@H](C)CO)C(=O)Cc2cc(NC(=O)NC3CCCCC3)ccc2O[C@H]1CN(C)C(=O)Nc1ccc(C(F)(F)F)cc1 was read as ROS inducer 74.
Screening COc1ccc([N+](=O)[O-])cc1NC(=O)CN(c1ccccc1F)S(C)(=O)=O returned ROS inducer 8.
C[C@]12CCC3c4ccc(OS(=O)(=O)O)cc4CCC3C1CC[C@H]2O (some centres not stated) was read as ROS inducer -2.
`C[C@H](CO)N1C[C@H](C)[C@@H](CN(C)Cc2ccncc2)Oc2ccc(NC(=O)CCCCCC(=O)Nc3ccccc3N)cc2C1=O` gave ROS inducer 4.
For O=C(N/N=C/c1cccnc1Cl)c1ccccn1 the results were ROS inducer 0.
Screening NC(=S)NN1C2CSC1CS2 returned ROS inducer 65.
For C=C(C)[C@@H]1CC[C@]2(C(=O)O)CC[C@]3(C)[C@H](CCC4[C@@]5(C)CCC(=O)C(C)(C)C5C(O)C[C@]43C)C12 (some centres not stated) the results were ROS inducer 64.
`CCOC(=O)c1cnc2ccc(Cl)cc2c1Nc1ccc(S(=O)(=O)Nc2ncccn2)cc1` gave ROS inducer inconclusive.
`C[C@H]1CN([C@@H](C)CO)C(=O)Cc2cc(NS(=O)(=O)c3cccs3)ccc2O[C@@H]1CN(C)C(=O)Nc1cccc2ccccc12` gave ROS inducer 8.
Screening N/C(CC(=O)Nc1cccc(C(F)(F)F)c1)=N/O returned ROS inducer 4.
Screening COc1ccc(CN(C)C[C@H]2Oc3c(NS(C)(=O)=O)cccc3C(=O)N([C@H](C)CO)C[C@@H]2C)cc1 returned ROS inducer -7.
Screening CC(C)(C)NS(=O)(=O)c1ccc(NC(=O)CSc2nc3ccccc3[nH]2)cc1 returned ROS inducer 17.
`CCOc1ccccc1Nc1nc(N)nc(CN(C)C2CCCCC2)n1` gave ROS inducer -7.
`C[C@H]1CN([C@@H](C)CO)C(=O)c2cc(NS(C)(=O)=O)ccc2O[C@H]1CN(C)C` gave ROS inducer 0.
`C[C@@H]1CN([C@@H](C)CO)C(=O)c2cc(NC(=O)C3CC3)ccc2O[C@@H]1CN(C)Cc1ccc(-c2ccccc2)cc1` gave ROS inducer 19.
`CN(C)CCNC(=O)c1ccc2c(c1)N(Cc1ccccc1)C(=O)CS2` gave ROS inducer -11.
For Cc1cccc(C)c1NC(=O)C1(N(Cc2ccco2)C(=O)Cc2nc(N)n[nH]2)CCCCC1 the results were ROS inducer 10.
Screening CCOC(=O)CCN1N=C(c2ccc(CC)cc2)CCC1=O returned ROS inducer -20.
`CC1CN(C(=O)CCC(=O)N2CCC(C(N)=O)CC2)c2ccccc2O1` (configuration not stated) gave ROS inducer -8.
Screening CCOC(=O)Nc1nc2ccc(OC)cc2s1 returned ROS inducer -10.
Screening COc1ccc(NC(=O)Nc2ccc3c(c2)C(=O)N([C@H](C)CO)C[C@H](C)[C@@H](CN(C)S(=O)(=O)c2ccccc2)O3)cc1 returned ROS inducer -4.
Screening Cc1c(NC(=O)CN(c2ccc(Br)cc2)S(C)(=O)=O)cccc1[N+](=O)[O-] returned ROS inducer -6.
`Cc1noc(C)c1NC(=O)N(C)C[C@@H]1Oc2ccc(NC(=O)Nc3ccc(F)cc3)cc2C(=O)N([C@@H](C)CO)C[C@H]1C` gave ROS inducer -1.
For C[C@H]1CN([C@@H](C)CO)C(=O)c2cc(NC(=O)c3ccncc3)ccc2O[C@H]1CN(C)Cc1ccc(-c2ccccc2)cc1 the results were ROS inducer 5.
Screening O=c1cc(-c2ccccc2)n(-c2ccccc2)cn1 returned ROS inducer 4.
For CCOc1ccc(Nc2ncnc3c2ncn3-c2ccc(OCC)cc2)cc1 the results were ROS inducer -5.
Screening CC(C)NC(=O)Nc1ccc2c(c1)CC(=O)N([C@H](C)CO)C[C@@H](C)[C@@H](CN(C)S(=O)(=O)c1ccc(F)cc1)O2 returned ROS inducer -2.
C[C@H]1CN([C@@H](C)CO)C(=O)c2cccc(NC(=O)C3CCOCC3)c2O[C@H]1CN(C)C(=O)Nc1ccccc1 was read as ROS inducer -7.
For Cc1ccc(N(C(C)C(=O)Nc2cc(C)cc(C)c2)S(C)(=O)=O)cc1 (configuration not stated) the results were ROS inducer -6.
Cc1ccc(NC(=O)CC(c2ccccc2)c2ccccc2)cc1C was read as ROS inducer 24.
Screening COc1cccc(NC(=O)CSc2nc3ccccc3n2C)c1 returned ROS inducer -9.
For C[C@@H]1CN([C@@H](C)CO)C(=O)CCCn2cc(nn2)CO[C@H]1CN(C)S(=O)(=O)c1ccccc1 the results were ROS inducer 11.
For C[C@H]1CN([C@@H](C)CO)C(=O)Cc2cc(NC(=O)c3ccncc3)ccc2O[C@@H]1CN(C)Cc1ccc(-c2ccccc2)cc1 the results were ROS inducer 0.
Screening CC(C)NS(=O)(=O)c1ccc(OCC(=O)O)cc1 returned ROS inducer -15.
`O=C(CCCCCCC(=O)Nc1ccccc1O)N/N=C/c1cc(O)ccc1[N+](=O)[O-]` gave ROS inducer 40.
Screening NC(CC(=O)Nc1ccc(Cl)cc1)C(=O)O (configuration not stated) returned ROS inducer 6.
COc1ccc(CN(C)C[C@H]2OCCCC[C@@H](C)Oc3ccc(NC(=O)Nc4cccc5ccccc45)cc3C(=O)N([C@H](C)CO)C[C@@H]2C)cc1 was read as ROS inducer 15.
`COCCNS(=O)(=O)c1cc(OC)c(Cl)cc1OC` gave ROS inducer 20.
C[C@@H]1CN([C@@H](C)CO)C(=O)c2cccc(NC(=O)Nc3ccc(F)cc3)c2O[C@@H]1CN(C)Cc1ccc(C(=O)O)cc1 was read as ROS inducer -6.
Screening O=C(NCCc1ccc(Cl)cc1)c1ccc2c(c1)ncn2C1CCCC1 returned ROS inducer -4.
For CC1(C)NC(=O)N(c2ccc([N+](=O)[O-])c(C(F)(F)F)c2)C1=O the results were ROS inducer -4.
Cc1ccc(S(=O)(=O)N(C)C[C@@H]2Oc3ccc(NS(=O)(=O)c4cn(C)cn4)cc3C(=O)N([C@H](C)CO)C[C@H]2C)cc1 was read as ROS inducer 14.
C[C@@H]1CCCCO[C@H](CN(C)S(=O)(=O)c2ccc(F)cc2)[C@@H](C)CN([C@H](C)CO)C(=O)c2cc(NS(=O)(=O)c3ccc(Cl)cc3)ccc2O1 was read as ROS inducer 38.
For O=C(Nc1ccccc1)Nc1ccc(Cl)cc1SCc1ccccc1 the results were ROS inducer 3.
C[C@@H]1CN([C@@H](C)CO)C(=O)c2cc(NS(=O)(=O)c3ccc(F)cc3)ccc2O[C@H]1CN(C)Cc1ccc(C(F)(F)F)cc1 was read as ROS inducer 28.
`C[C@@H]1CCCCO[C@H](CN(C)S(=O)(=O)c2cccs2)[C@@H](C)CN([C@H](C)CO)C(=O)c2cc(NC(=O)Nc3ccc4c(c3)OCO4)ccc2O1` gave ROS inducer 19.
For C[C@H]1CN([C@@H](C)CO)C(=O)Cc2cc(NC(=O)C3CCCCC3)ccc2O[C@H]1CN(C)C(=O)Nc1cccc2ccccc12 the results were ROS inducer -17.
For C[C@@H]1CN([C@@H](C)CO)C(=O)Cc2cc(NC(=O)CCN3CCOCC3)ccc2O[C@@H]1CN(C)C(=O)Nc1cccc2ccccc12 the results were ROS inducer -4.
`O=C(NCc1ccccn1)C1CCCN(S(=O)(=O)c2ccc(F)cc2)C1` (configuration not stated) gave ROS inducer -10.
Screening CN(Cc1ccccc1)C(=O)c1cnn(-c2ccccc2)c1-n1cccc1 returned ROS inducer -6.
Screening NCc1ccccc1 returned ROS inducer -6.
For COc1ccccc1NC(=O)Cn1cnc2scc(-c3cccc([N+](=O)[O-])c3)c2c1=O the results were ROS inducer 26.
`O=C(CCSc1nc(-c2ccco2)cc(C(F)(F)F)n1)Nc1ccccc1` gave ROS inducer -13.
For COc1ccc(/C=C2\CCc3ccccc3C2=O)cc1CN1CCOCC1 the results were ROS inducer 9.
`O=C(c1nc2ncccn2n1)N(Cc1ccccc1)Cc1ccccc1` gave ROS inducer 17.
For O=C(NO)c1cccc(C(=O)N/N=C/Cc2ccccc2)c1 the results were ROS inducer -6.
`Cc1ccccc1NC(=O)CSC1CC(=O)N(c2ccccc2)C1=O` (configuration not stated) gave ROS inducer -9.
Screening c1cncc(-c2nn3c(Cn4cnc5ccccc54)nnc3s2)c1 returned ROS inducer -8.
`COc1ccc(NC(=O)N(C)C[C@H]2Oc3ccc(NC(=O)Cc4ccccc4)cc3CC(=O)N([C@@H](C)CO)C[C@H]2C)cc1` gave ROS inducer -1.
COc1ccc(S(=O)(=O)Nc2ccc3c(c2)C(=O)N([C@H](C)CO)C[C@H](C)[C@@H](CN(C)C(=O)Nc2ccc4c(c2)OCO4)O3)cc1 was read as ROS inducer -8.
`O=S(=O)(Nc1ccc(N2CCCCC2)cc1)c1ccccc1` gave ROS inducer -6.
Screening Cc1noc(C)c1S(=O)(=O)N(C)C[C@@H]1Oc2ccc(NS(=O)(=O)c3cccs3)cc2CC(=O)N([C@@H](C)CO)C[C@@H]1C returned ROS inducer -8.
CC(NS(=O)(=O)c1ccccc1)C(=O)Nc1ccc(F)c(Cl)c1 (configuration not stated) was read as ROS inducer -7.
`CNC[C@H]1Oc2c(NS(=O)(=O)c3ccc(OC)cc3)cccc2C(=O)N([C@H](C)CO)C[C@@H]1C` gave ROS inducer -11.
Screening C[C@@H]1CN([C@H](C)CO)C(=O)c2cccc(NC(=O)C3CCCCC3)c2O[C@@H]1CN(C)C(=O)Nc1ccc2c(c1)OCO2 returned ROS inducer 3.
`O=[N+]([O-])c1cccc(CN2CCN(Cc3ccco3)CC2)c1` gave ROS inducer -21.
For C[C@@H]1CN([C@@H](C)CO)C(=O)c2cc(NC(=O)Cc3cn(C)c4ccccc34)ccc2O[C@H]1CN(C)S(=O)(=O)c1ccc(F)cc1 the results were ROS inducer 42.
COc1ccccc1OCCSc1n[nH]c2nc3ccccc3n12 was read as ROS inducer 3.
Screening O=C(CC1C(=O)NCCN1C(=O)c1ccc(F)cc1)OCc1ccccc1 (configuration not stated) returned ROS inducer 0.
Screening Cc1noc(C)c1NC(=O)N(C)C[C@@H]1Oc2ccc(NS(=O)(=O)c3cn(C)cn3)cc2C(=O)N([C@@H](C)CO)C[C@@H]1C returned ROS inducer -10.
`O=C(NCCN1CCNC1=O)c1ccc2nccnc2c1` gave ROS inducer -8.

Gathered by group, the compounds so far with a Cl atom (9)
For COc1ccc(C(=O)N(Cc2nc(-c3ccc(Cl)cc3)no2)C(C)C)cc1OC the results were ROS inducer 42.
For O=C(N/N=C/c1cccnc1Cl)c1ccccn1 the results were ROS inducer 0.
`CCOC(=O)c1cnc2ccc(Cl)cc2c1Nc1ccc(S(=O)(=O)Nc2ncccn2)cc1` gave ROS inducer inconclusive.
Screening NC(CC(=O)Nc1ccc(Cl)cc1)C(=O)O (configuration not stated) returned ROS inducer 6.
`COCCNS(=O)(=O)c1cc(OC)c(Cl)cc1OC` gave ROS inducer 20.
Screening O=C(NCCc1ccc(Cl)cc1)c1ccc2c(c1)ncn2C1CCCC1 returned ROS inducer -4.
C[C@@H]1CCCCO[C@H](CN(C)S(=O)(=O)c2ccc(F)cc2)[C@@H](C)CN([C@H](C)CO)C(=O)c2cc(NS(=O)(=O)c3ccc(Cl)cc3)ccc2O1 was read as ROS inducer 38.
For O=C(Nc1ccccc1)Nc1ccc(Cl)cc1SCc1ccccc1 the results were ROS inducer 3.
CC(NS(=O)(=O)c1ccccc1)C(=O)Nc1ccc(F)c(Cl)c1 (configuration not stated) was read as ROS inducer -7.
